Screening results: PubChem BioAssay, several laboratories
INS promoter inh = inhibitors of insulin promoter-driven GFP, primary screen, imaging, TRM-6 cells (human fetal islet line), eGFP reporter, cell count. 130,000 tested, 0.9% active. reporter expression induced with tamoxifen. inhibition, % at 2 µM. AID 1273, 2008;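 active = inhibition above the mean plus 3 SD, with well images judged a real hit on visual review, cut at about 60% in these data, passing the limit was not always enough; inconclusive = inhibition over the cutoff but images rejected on review; inactive = inhibition not above the cutoff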
SDO1 yeast rescue = growth rescue of sdo1-depleted yeast, primary screen, S. cerevisiae, bone marrow failure model; AID 817, 2007; S. cerevisiae sdo1-depleted JHY4D growth rescue, OD600 30 h; active compounds read high; pdr5 snq2 efflux-pump mutant strain; 140,000 tested, 0.21% active; z-score at 10 µM;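 active = z-score above 3 at both the 24 hr and the 30 hr optical density reads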;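 also: z-score against mean and SD of all compound wells on the same plate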
SDO1 yeast rescue Rescue 24 h = also measured in SDO1 yeast rescue; calls as there; z-score; S. cerevisiae sdo1-depleted JHY4D growth rescue, OD600; measured here: growth rescue at 24 h;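 0 is the plate mean of compound wells and units are plate SD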
Numbers without * were called inactive; ? = inconclusive; / = no result given; [ ] = dose if it differs, or a comment. This is a subset. The share of hits here may be higher or lower than overall.

Every second line gives: INS promoter inh, SDO1 yeast rescue, SDO1 yeast rescue Rescue 24 h
- Cc1ccc(S(=O)(=O)N(CC(=O)NC2CCCCCC2)c2ccccc2F)cc1
→ -27, -1.7, -1.5
- CN(C)CCN=Cc1c(O)n(Cc2ccc3c(c2)OCO3)c(=O)c2ccccc12
→ 29, /, /
- CC(=O)OC(C(=O)Nc1ccccc1C)C(OC(C)=O)C(OC(C)=O)C(OC(C)=O)C(=O)Nc1ccccc1C (stereo unspecified)
→ -206, /, /
- N#Cc1cc(C(=O)c2ccccc2O)cn(-c2nccs2)c1=O
→ -15, 0.66, 0.37
- C=CCOC(=O)C1=C(C)NC(C)=C(C(=O)OCC=C)C1/C=C/c1ccccc1
→ /, -1.6[10.7 µM], -1.1
- CCCCCOC(=O)Cc1c(C)nc(-c2ccccc2)[nH]c1=O
→ 14, 0.22, -0.22
- CC(C)(C)c1cc(Cc2ccccc2)[nH]n1
→ -41, -0.36, -0.12
- COCc1c(Br)c(C)nc(OCC(=O)N/N=C/c2cc(C)n(-c3ccc([N+](=O)[O-])cc3)c2C)c1C#N
→ /, 0.48, 0.39
- CCOc1ccc2c(c1)cc(CN(C(=O)CC)C1CCCCC1)c1nnnn12
→ /, -1.2, -1.5
- O=C(Nc1ccc2c(c1)OCO2)N1CCOCC1
→ -9, 0.96, 0.6
- CCOC(=O)C1CCN(C(=O)C2CC(=O)N(c3ccc(C)cc3)C2)CC1 (stereo unspecified)
→ -100, -0.5, -0.68
- CCc1ccc(N2C(=O)Cc3c2nc(N)c(C#N)c3N)cc1
→ 16, 0.22, 0.01
- COc1ccc(N2CCN(C(=O)c3ccc(S(=O)(=O)N4CCOCC4)cc3)CC2)cc1
→ /, 0.13, -0.24
- COc1ccc(-c2[nH]c(-c3ccc(C)cc3)nc2SCC(=O)NCc2ccco2)cc1OC
→ /, 2, 1.9
- CC(=O)NCCC(=O)NCc1ccc(F)cc1
→ 26, 0.29, -0.32
- CC(=O)N1C(c2ccccc2)CC(=O)OC1c1ccc2c(c1)OCO2 (stereo unspecified)
→ 28, 0.61, 1.3
- CCC(C)(C)NC(=O)CN(CC1CCCO1)C(=O)CCC(=O)Nc1nccs1 (stereo unspecified)
→ 27, 0.51, -0.59
- CC(=O)NC(C)C(=O)OCC(=O)Nc1ccc(Br)cc1 (stereo unspecified)
→ 89*, 0.11, 0.44
- CC(NC(=O)CCC1COc2ccccc2O1)c1ccccc1 (stereo unspecified)
→ 20, -0.46, -0.33
- CC(=O)N1CCc2cc(S(=O)(=O)CCC(=O)O)ccc21
→ /, 0.91, 0.83
- Cn1nnc(NCc2cc(Br)ccc2OCc2cccs2)n1
→ -48, -0.79, -1.3
- COc1ccc2c(c1OC)C(=O)OC2Nc1ncccc1C (stereo unspecified)
→ 0, 0.22, -0.65
- COc1cc(NC2=CC(=O)CC(C)(C)C2)cc(OC)c1
→ /, 0.79, 0.07
- CSC1=NSC2=NC(=O)/C(=C\c3cccs3)C(=N)N12
→ 79*, 1.1, -0.12
- COc1ccc(C(=O)Nc2ccc3c4c(cccc24)CC3)cc1
→ 100*, -1.4, -0.81
- Cc1c(N)cc[n+](CC(=O)c2ccccc2)c1C
→ 0, /, /
- CCOc1ccccc1C1N=C(c2ccc(OC)cc2)CC(c2ccccc2O)N1 (stereo unspecified)
→ 35, /, /
- Cc1ccc(Cl)cc1NC(=O)C[n+]1ccc(Cc2ccc([N+](=O)[O-])cc2)cc1
→ 44, /, /
- O=C(Cn1cccc1C(=O)c1ccccc1)NCc1ccc(Cl)cc1
→ -7, /, /
- COCCNC(=O)CCCCCn1c(=S)[nH]c2ccccc2c1=O
→ 19, 0.6, -0.2

Brought forward from above: 3 entries; new compounds follow.
Every second line gives: INS promoter inh, SDO1 yeast rescue, SDO1 yeast rescue Rescue 24 h
- Cc1ccc(Cl)cc1NC(=O)C[n+]1ccc(Cc2ccc([N+](=O)[O-])cc2)cc1
→ 44, /, /
- O=C(Cn1cccc1C(=O)c1ccccc1)NCc1ccc(Cl)cc1
→ -7, /, /
- COCCNC(=O)CCCCCn1c(=S)[nH]c2ccccc2c1=O
→ 19, 0.6, -0.2
- Cc1ccc(S(=O)(=O)c2ccc(NN)cc2)cc1
→ 27, /, /
- Cc1cc(OCC(=O)N[C@@H](Cc2ccccc2)c2nc3ccccc3[nH]2)ccc1Cl
→ 14, 1.3, 2.6
- Cc1oc(C)c(C(=O)NCCCC(=O)O)c1C(=O)NCCCC(=O)O
→ -21, 0.37, -0.2
- CCN(Cc1ccccc1)S(=O)(=O)c1cc(C(=O)c2c(N)n(C)c(=O)n(C)c2=O)ccc1OC
→ 14, /, /
- Cc1ccc(-n2nnnc2SCCNS(=O)(=O)c2ccccc2)cc1C
→ /, -0.62, 0.07
- NC(=O)c1ccsc1NC(=O)CSc1nnc(Nc2ccccc2)s1
→ -35, /, /
- O=c1[nH]c(=O)c2nc(-c3ccc(Cl)cc3)cnc2[nH]1
→ 11, /, /
- CC1Cc2ccccc2N1C(=O)COC(=O)C1=COCCO1 (stereo unspecified)
→ /, 1, 0.75
- Cc1cccc(C)c1NC(=O)C/C(N)=N/O
→ -17, -0.12, 0.1
- OCn1ncn(-c2ccccc2)c1=S
→ -107, 0.3, -0.4
- CC(C)CN1C(=O)NC(NS(=O)(=O)c2ccc(N)cc2)(C(F)(F)F)C1=O (stereo unspecified)
→ 24, 0.28, -0.23
- CCc1nc(-c2cc3ccc(C)cc3[nH]c2=O)no1
→ 0, 0.42, 0.35
- CC(C)Cc1ccc(C#N)c(SCC(N)=O)n1
→ /, 0.36, -0.28
- CCn1c(SCC(=O)Nc2nc(-c3ccccc3)cs2)nc2c1c(=O)n(C)c(=O)n2C
→ /, -0.24, 1.1
- Cc1cc(C(=O)COC(=O)c2ccccc2O)c(C)n1Cc1cccs1
→ 3, 0.38, 1.2
- O=C(c1ccc(S(=O)(=O)c2cccc(Cl)c2)c([N+](=O)[O-])c1)N1CCN(c2ccccn2)CC1
→ 0, /, /
- O=C1Nc2ccccc2/C1=N/N=C/c1ccc(-c2ccc([N+](=O)[O-])cc2)o1
→ -11, /, /
- Cc1cc(/C=N/NC(=O)C(O)(c2ccccc2)c2ccccc2)c(C)n1-c1ccccc1
→ -7, -0.22, -0.38
- CCCS(=O)(=O)Nc1c(C(=O)O)[nH]c2ccccc12
→ -37, -0.02, -0.02
- Cc1c(C)c2cc(Cl)c(O)c(CN3CCCCC3)c2oc1=O
→ -16, 0.49, 0.15
- O=C(CN(Cc1ccc(Cl)c(Cl)c1)S(=O)(=O)c1ccccc1)N/N=C\c1ccc2c(c1)OCO2
→ 27, -0.8, 0.55
- Oc1[nH]c2ccccc2c1N=NC(=S)NCC1CCCO1 (stereo unspecified)
→ /, -0.52, -0.77
- Cc1ccc(C(C[N+](=O)[O-])c2c(C)[nH]n(-c3ccccc3)c2=O)cc1 (stereo unspecified)
→ 31, -1.7, -1.2
- Cc1nc2ncnn2c(C)c1CCC(=O)O
→ -394, 3.9*, 4*
- CC(=O)N(c1ccc(Cl)cc1)c1nc(C)cc(C)c1C#N
→ 7, /, /
- CC(C)(C)c1cc(NC(=O)c2cccc(S(=O)(=O)N3CCOCC3)c2)no1
→ -13, -0.73, -0.41
- Nc1ncnc2nc(SCCOc3ccc(Cl)cc3)[nH]c12
→ 10, 0.25, -0.03
- CC(C)Sc1nnc([C@@H]2CCCN2C(=O)OC(C)(C)C)o1
→ -33, 0.93, 0.46
- CCOC(=O)CSC1=C(C#N)C(c2ccccc2C)C2=C(CCCC2=O)N1 (stereo unspecified)
→ 10, -0.89, -1.3
- CCOc1ccc(/C=N/NC(=O)c2csc(C)c2C)c(OCC)c1
→ -8, -0.04, 0.16

Compounds from the list above containing a thiophene ring, fused or not, in the order listed:
Every second line gives: INS promoter inh, SDO1 yeast rescue, SDO1 yeast rescue Rescue 24 h
- Cn1nnc(NCc2cc(Br)ccc2OCc2cccs2)n1
→ -48, -0.79, -1.3
- CSC1=NSC2=NC(=O)/C(=C\c3cccs3)C(=N)N12
→ 79*, 1.1, -0.12
- NC(=O)c1ccsc1NC(=O)CSc1nnc(Nc2ccccc2)s1
→ -35, /, /
- Cc1cc(C(=O)COC(=O)c2ccccc2O)c(C)n1Cc1cccs1
→ 3, 0.38, 1.2
- CCOc1ccc(/C=N/NC(=O)c2csc(C)c2C)c(OCC)c1
→ -8, -0.04, 0.16

(continued)
Every second line gives: INS promoter inh, SDO1 yeast rescue, SDO1 yeast rescue Rescue 24 h
- Cc1cccc(C)c1N=Cc1c(O)n(-c2nccs2)c(=O)c2ccccc12
→ /, -1.3, -0.66
- Cc1nn2c3ccccc3n(Cc3ccccc3)c2nc1=O
→ 12, -0.29, -0.3
- O=C(O)c1cccc(Nc2ncnc3c2cnn3-c2ccccc2)c1
→ 32, 0.53, 0.9
- CCN(CC)CCNC(=O)Cn1c(C)cc2ccccc2c1=O
→ 9, 1.2, 1
- CC(=O)Nc1ccccc1OCC(=O)N(Cc1ccccc1)C(C)C
→ /, 0.96, 0.57
- CCCCCCCc1nn2c(=O)cc(O)nc2s1
→ /, 1.1, 0.96
- COc1ccc(-c2nc(-c3ccccc3)c(-c3cccs3)[nH]2)cc1OC
→ 21, -2.7, -2.4
- CS(=O)(=O)N1CCc2cc(C(=O)N3CCCCC3)ccc21
→ -53, 0.48, 0.35
- Nc1ccc(S(=O)(=O)c2ccc(N)cc2)cc1
→ 5, 0.71, -0.2
- COc1cc(/C=C(\C#N)C(=O)NCC2CCCO2)cc(OC)c1OC (stereo unspecified)
→ 29, /, /
- CC1CCN(C2CCN(S(=O)(=O)c3ccc(F)cc3)CC2)CC1
→ -32, -0.35, -0.54
- Cn1nccc1C(=O)Oc1ccc(/C=N/NC(=O)c2ccccc2O)cc1
→ 47, /, /
- CCOC(=O)N1CCN(S(=O)(=O)c2ccc3[nH]c(=O)sc3c2)CC1
→ /, 1.1, 0.54
- CCS(=O)(=O)N1CCC(C(=O)NCc2ccco2)CC1
→ /, 1.4, 1.6
- COC(=O)c1ccc(CSc2nc3c(cnn3-c3ccc(C)cc3)c(=O)[nH]2)o1
→ 6, -0.03, 1.8
- COc1ccc(/C=C/C(=O)c2ccoc2)cc1
→ -29, -0.9, -0.95
- CC12C(=O)N(c3ccccn3)C(=O)C1C1C=CC2C1 (stereo unspecified)
→ /, 0.6, -0.35
- CCc1c(O)cc2n(c1=O)-c1ccccc1C2(C)C
→ ?, -0.49, -0.26
- CC(C)(C)n1nc2c(c1NC(=O)CCCc1ccccc1)CS(=O)C2 (stereo unspecified)
→ /, 0.29, -0.65
- COc1ccc(OC)c(NC(=O)C2CCCN(S(=O)(=O)c3c(C)noc3C)C2)c1 (stereo unspecified)
→ /, -0.83, -0.72
- C1CCCCCC2(CCCCC1)OCC(CN1CCOCC1)O2 (stereo unspecified)
→ /, 0.12, 0.07
- CCc1ccc(NC(=O)c2cnn3ccccc23)cc1
→ /, 1.6, 1.6
- Cc1ccc(-c2nc(C)sc2CC(=O)OCC(=O)Nc2c(F)cccc2F)cc1
→ -19, 0.63, 1.6
- COc1cccc(C2(O)CCN(C(=O)C3CC3)CC2)c1
→ /, 0.52, -0.35
- CCOC(=O)C(CCCCOc1cccc(CC)c1)C(=O)OCC
→ 42, 0.78, 0.48
- C=CCn1c(CCCNC(=O)c2ccccc2OC)nc2ccccc21
→ 0, /, /
- Cc1ccc(C(=O)NCC(=O)OCC(=O)c2ccc(C)c([N+](=O)[O-])c2)cc1
→ /, 0.31, 0.19
- CC(=O)c1ccc(NC(=O)c2ccc(CSc3ccccc3)o2)cc1
→ /, -0.63, -0.21
- Cc1oc2ccc(NS(=O)(=O)c3ccc(C(C)(C)C)cc3)cc2c1C(=O)Nc1ccccc1
→ 32, -1.1, -0.32
- N/C(=N\N=C\c1cccs1)SC1CC(=O)N(c2ccc(Br)cc2)C1=O (stereo unspecified)
→ 60, /, /

Every second line gives: INS promoter inh, SDO1 yeast rescue, SDO1 yeast rescue Rescue 24 h
- Cc1cc(C)nc(NNC2=CC(=[N+]3CCCCC3)CC(C)(C)C2)n1
→ -50, /, /
- Cc1ccc(-n2ncc3c(=O)n(CC(=O)N4CCCc5ccccc54)cnc32)cc1C
→ -10, -0.78, 0.49
- COCCOC(=O)C1=C(C)NC(SCC(=O)NC(C)(C)C)=C(C#N)C1c1ccco1 (stereo unspecified)
→ -56, 0.42, 0.22
- Cc1nn(-c2cccc(Cl)c2)c2nc(C(F)(F)F)[nH]c(=O)c12
→ /, -1.2, -1.1
- C=CCNS(=O)(=O)c1ccc2nsnc2c1
→ /, 0.47, -0.22
- Cc1ccc(-c2nnn(CC(=O)NC3CCN(Cc4ccccc4)CC3)n2)cc1
→ 57, -0.09, 0.01
- CCCCCC(=O)N=Nc1c(O)[nH]c2ccc([N+](=O)[O-])cc12
→ /, -1.2, -0.18
- COC(=O)/C(=C(/F)SCC(C)=O)C(F)(F)F
→ -33, 0.55, -0.12
- CC1(C)Cc2c(sc3nc4n(c(=N)c23)CCC4)CO1
→ 11, -0.32, -0.76
- COc1ccc(-c2ccc(C#N)c(SCC(=O)Nc3sc4c(c3C#N)CCC4)n2)cc1
→ 33, -0.2, -0.23
- Cc1ccc(CSc2ccc(-c3ccco3)nn2)cc1
→ /, -0.32, 0.07
- O=C(NC(=S)Nc1ccccc1N1CCCCC1)c1ccco1
→ /, -0.55, -0.87
- CCOc1cc(NC(=O)C2CCCCC2)c(OCC)cc1NC(=O)c1ccco1
→ 55, -0.12, 1
- Cc1cc(NC(=O)/C=C/C(=O)N(c2ccccc2C)C(C(=O)NC2CCCC2)c2ccc(F)cc2)no1 (stereo unspecified)
→ -3, -0.32, -0.27
- O=C(CCn1c(=O)oc2ccccc21)Nc1ccccc1
→ /, 1.6, 2.5
- COC(=O)c1ccc(-n2nnnc2SCc2nn[nH]n2)cc1
→ -42, -0.13, -0.35
